Compound activity from PubChem BioAssay.
MEP2 TOR yeast = modulators of TOR pathway MEP2-GFP in S. cerevisiae; S. cerevisiae MEP2-GFP strain, flow cytometry GFP, 3 h; 100% = DMSO control level; GFP response vs DMSO, % at 10 µM; actives 0.51% (n = 330,000); AID 2016;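 active = GFP response versus DMSO above a set limit, roughly screen mean plus 3 SD, cut at about 180% in these data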;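 note: median GFP fluorescence of the barcode-gated MEP2-GFP cells per well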
AGP1-GFP MLPCN = alters AGP1-GFP fluorescence in TOR pathway yeast screen. S. cerevisiae AGP1-GFP multiplex flow cytometry, 3 h; GFP as percent of DMSO wells. GFP response vs DMSO, % at 10 µM. actives 0.02% (n = 320,000);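 active = GFP response relative to DMSO above a set limit, near screen average plus 3 SD, cut at about 150% in these data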;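 note: median GFP channel fluorescence of the gated AGP1 strain per well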
CR mimetic SO = lowers age-related superoxide in aged yeast cells; S. cerevisiae aged cells, superoxide DHE fluorescence; stronger effect = lower value; superoxide response (% of plate mean), % at 10 µM; actives 0.18% (n = 330,000); AID 2690;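 active = superoxide response under a set limit, about three screen SD below normal, cut at about 65% in these data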;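 note: yeast aged for seven days with compound at 30 °C before DHE staining; 100% = average MFI of all compound-treated wells on the plate with controls excluded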
VLA-4 inh = inhibition in a human VLA-4 binding assay; P13612; VLA-4 expressing cells, ligand binding flow cytometry; inhibition, % (about 7 µM as worked out from the volumes in the protocol); actives 0.2% (n = 330,000); in the data active = inhibition above about 50%
Target sequence (P13612 whole entry, looked up): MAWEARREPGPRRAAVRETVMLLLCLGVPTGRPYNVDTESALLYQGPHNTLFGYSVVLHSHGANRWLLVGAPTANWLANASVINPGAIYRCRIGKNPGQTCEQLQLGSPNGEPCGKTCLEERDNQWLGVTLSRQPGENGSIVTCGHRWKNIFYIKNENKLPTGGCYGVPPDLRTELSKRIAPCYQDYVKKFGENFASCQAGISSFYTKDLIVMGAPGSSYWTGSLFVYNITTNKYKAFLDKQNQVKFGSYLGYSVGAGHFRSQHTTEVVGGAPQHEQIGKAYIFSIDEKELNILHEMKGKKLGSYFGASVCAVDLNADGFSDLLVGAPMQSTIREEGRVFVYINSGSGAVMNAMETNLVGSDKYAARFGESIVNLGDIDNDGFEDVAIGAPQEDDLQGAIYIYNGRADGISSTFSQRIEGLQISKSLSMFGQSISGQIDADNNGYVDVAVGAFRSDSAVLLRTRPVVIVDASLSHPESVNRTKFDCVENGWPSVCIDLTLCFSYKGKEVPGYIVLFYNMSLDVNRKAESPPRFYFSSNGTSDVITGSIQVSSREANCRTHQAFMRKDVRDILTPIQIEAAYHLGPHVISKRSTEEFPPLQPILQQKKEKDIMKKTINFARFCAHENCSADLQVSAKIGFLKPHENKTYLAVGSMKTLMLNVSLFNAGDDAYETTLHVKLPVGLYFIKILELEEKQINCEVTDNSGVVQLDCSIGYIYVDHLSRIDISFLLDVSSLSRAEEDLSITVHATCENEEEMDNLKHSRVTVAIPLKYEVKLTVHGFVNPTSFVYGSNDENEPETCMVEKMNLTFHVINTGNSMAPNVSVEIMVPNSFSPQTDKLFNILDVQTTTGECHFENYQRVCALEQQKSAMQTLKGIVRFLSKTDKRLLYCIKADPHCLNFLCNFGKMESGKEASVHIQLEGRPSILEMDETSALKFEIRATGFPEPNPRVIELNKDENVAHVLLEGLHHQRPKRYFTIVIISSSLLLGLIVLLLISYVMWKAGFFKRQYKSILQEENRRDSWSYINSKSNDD
LAP4-GFP MLPCN = yeast TOR pathway LAP4-GFP modulation; actives 0.34% (n = 320,000); GFP response vs DMSO, % at 10 µM; AID 2023; S. cerevisiae LAP4-GFP multiplex, flow cytometry GFP, 3 h; median GFP as percent of DMSO wells;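 active = GFP response vs DMSO above a set limit, about the screen mean plus 3 SD, cut at about 150% in these data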
GRK2 aptamer HTS = human GRK2 inhibition via aptamer displacement; inhibition of aptamer binding, % at 10 µM; AID 488847; actives 0.59% (n = 330,000); bead flow cytometry, FAM-aptamer displacement from GRK2; P25098;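 active = inhibition of aptamer binding above 40%, roughly 3 SD of noise, on plates passing a quality check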;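 note: median bead fluorescence of bound FAM aptamer so fluorescent compounds give negative values; no value below 0 was filed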
CIT2 TOR yeast = modulators of TOR pathway CIT2-GFP in S. cerevisiae | S. cerevisiae CIT2-GFP strain, flow cytometry, 3 h; 100 means same as DMSO wells | GFP response vs DMSO, % at 10 µM | actives 0.065% (n = 320,000) | AID 2029;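 active = GFP response relative to DMSO above a set limit, near the screen mean plus 3 SD, cut at about 150% in these data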;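 note: ratio of well median GFP fluorescence to mean of DMSO wells on the plate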
RPL19A-GFP yeast = yeast TOR pathway RPL19A-GFP modulation; S. cerevisiae RPL19A-GFP strain, flow cytometry, 3 h; stronger effect = lower value; percent response vs DMSO, % at 10 µM; actives 0.3% (n = 330,000); AID 2025;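 active = percent response vs DMSO below 50%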;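 note: median channel GFP fluorescence of the barcoded RPL19A-GFP strain; ratio of sample median GFP to plate DMSO average so 100% = DMSO; lower means less RPL19A-GFP as with rapamycin TOR inhibition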
An asterisk follows results filed as active; x = no result given.

SMILES | MEP2 TOR yeast | AGP1-GFP MLPCN | CR mimetic SO | VLA-4 inh | LAP4-GFP MLPCN | GRK2 aptamer HTS | CIT2 TOR yeast | RPL19A-GFP yeast
COc1cc(/C=C/c2ccc3c(Br)cc(Br)c(O)c3n2)ccc1O | 109 | 84 | 94 | -354 | 164* | 2 | 88 | 94
CCCCCn1nnc2c(=O)oc3ccccc3c21 | 102 | 102 | 117 | -3 | 86 | 5 | 105 | 104
NCCNC(=O)c1ncsc1-c1cccc(F)c1 | 96 | 88 | 81 | 45 | 103 | 3 | 82 | 99
O=C(CN(Cc1cccs1)C(=O)CNS(=O)(=O)c1ccc(Cl)cc1)NCC1CCCO1 (stereo not drawn) | 103 | 104 | 74 | 6 | 101 | 1 | 100 | 97
COc1cn(-c2ccccc2)nc1C(=O)NCc1ccccc1 | 109 | 94 | 93 | 5 | 105 | 0 | 100 | 102
Cc1ccc2c(c1)c1c(n2CC(O)Cn2nc(C)c(Br)c2C)CCCC1 (stereo not drawn) | 101 | 98 | 114 | 0 | 90 | 0 | 103 | 99
CCCCSc1nnc(-c2ccc(C)cc2)n1C | 101 | x | 103 | 0 | 113 | 2 | 95 | 101
Cc1cc(N/C=C\C(=O)c2ccc(Cl)c(Cl)c2)no1 | 130 | 88 | 120 | 13 | 109 | 0 | 95 | 97
COc1ccc(CCNC(=O)COc2ccc(N(C)S(=O)(=O)c3ccc(C)cc3)cc2)cc1 | 101 | 104 | 99 | 0 | 110 | 0 | 105 | 100
CCc1c(C)nc(N)n2c(SCC(=O)N3CCCC(C)C3)nnc12 (stereo not drawn) | 92 | 101 | 87 | 2 | 103 | 0 | 116 | 101
CC(C)C(=O)OCc1cn(-c2ccc(Cl)c(Cl)c2)nn1 | 94 | 102 | 96 | 4 | 103 | 0 | 103 | 96
Nc1nc(SCc2ccc(Cl)cc2)[nH]c(=O)c1-c1ccccc1 | 111 | 108 | 97 | -7 | 101 | 0 | 105 | 106
CC(C)(C)OC(=O)N1CCN(C(=O)c2cccnc2Cl)CC1 | 98 | 104 | 96 | -11 | 100 | 5 | 98 | 100
CCCCCNC(=O)CCCCn1c(=O)[nH]c2cc(OCC)c(OCC)cc2c1=O | 96 | 96 | 90 | -13 | 95 | 6 | 101 | 100
O=C(Cc1ccc(Cl)cc1)NC1CC1 | 99 | 102 | 105 | 0 | 98 | 4 | 96 | 97
CC(C)=CCCC(C)CN1CCC(n2nccc2NC(=O)c2cccnc2)CC1 (stereo not drawn) | 104 | 98 | 111 | -6 | 98 | 0 | 99 | 108
O=C(/C=C\c1ccco1)Nc1ccc(N2CCN(C(=O)c3ccccc3)CC2)cc1 | 101 | 110 | 99 | 0 | 100 | 2 | 103 | 109
Cc1ccc(-c2csc(NC(=O)C3=NN(C4CCS(=O)(=O)C4)C(=O)CC3)n2)cc1 (stereo not drawn) | 114 | 114 | 102 | 7 | 105 | 0 | 110 | 112
CCN1CCCC1CNS(=O)(=O)c1ccc(Cl)c(C(F)(F)F)c1 (stereo not drawn) | 102 | 97 | 100 | 11 | 96 | 0 | 94 | 94
COc1ccc(C)cc1S(=O)(=O)N1CCN(C(=O)c2ncoc2-c2ccccc2F)CC1 | 112 | 101 | 101 | 2 | 97 | 2 | 109 | 102
O=C(NCC1CCCN(C(=O)c2cscn2)C1)c1ccc(-c2ccccc2)cc1 (stereo not drawn) | 102 | 108 | 100 | 3 | 93 | 2 | 104 | 110
Cc1ccc(NC(=O)CS(=O)CC(=O)N2CCN(C3CCCC3)CC2)cc1 (stereo not drawn) | 102 | 96 | 92 | 8 | 95 | 0 | 103 | 101
COc1cc(C2SCC(=O)N2c2nnc(C34CC5CC(CC(C5)C3)C4)s2)cc(OC)c1OC (stereo not drawn) | 97 | 88 | 123 | -6 | 92 | 3 | 89 | 107
O=C(NCCCO)C(=O)c1c(-c2ccccc2)cc2ccccn12 | 104 | 108 | 111 | 18 | 106 | 0 | 109 | 103
Cn1nccc1C(=O)Nn1cnnc1 | 106 | 105 | 97 | -8 | 100 | 1 | 104 | 102

Brought forward from above: 3 entries, followed by the next part.
SMILES | MEP2 TOR yeast | AGP1-GFP MLPCN | CR mimetic SO | VLA-4 inh | LAP4-GFP MLPCN | GRK2 aptamer HTS | CIT2 TOR yeast | RPL19A-GFP yeast
COc1cc(C2SCC(=O)N2c2nnc(C34CC5CC(CC(C5)C3)C4)s2)cc(OC)c1OC (stereo not drawn) | 97 | 88 | 123 | -6 | 92 | 3 | 89 | 107
O=C(NCCCO)C(=O)c1c(-c2ccccc2)cc2ccccn12 | 104 | 108 | 111 | 18 | 106 | 0 | 109 | 103
Cn1nccc1C(=O)Nn1cnnc1 | 106 | 105 | 97 | -8 | 100 | 1 | 104 | 102
CC1CCN(S(=O)(=O)c2ccc(NC(=O)c3cccs3)cc2)CC1 | 105 | 103 | 110 | -5 | 116 | 0 | 99 | 107
Clc1ccc(OCCCn2ccnc2)c(Br)c1 | 108 | 111 | 100 | 7 | 100 | 3 | 108 | 105
CCOC(=O)C1(CC/C(C)=N\NC(N)=O)CC(C)OC1=O (stereo not drawn) | 107 | 94 | 116 | 9 | 98 | 0 | 96 | 100
CCCc1cc(C(=O)Nc2sc(C(C)=O)c(C)c2C(=O)OCC)no1 | 93 | 97 | 87 | 6 | 98 | 3 | 95 | 99
CCc1nnc(NC(=O)CSc2nncc(=O)n2N)s1 | 103 | 99 | 109 | 3 | 105 | 1 | 94 | 96
CCOc1ccc(C(=O)Nc2cnn(Cc3ccc(Cl)c(Cl)c3)c2)cc1 | 95 | 94 | 111 | 4 | 108 | 0 | 95 | 95
CC1CCC2(CC1)NC(=O)N(CC(=O)Nc1ccc3c(c1)OCCO3)C2=O (stereo not drawn) | 98 | 104 | 96 | 4 | 98 | 0 | 97 | 96
CCC1(c2ccc(F)cc2)NC(=O)N(CC(=O)Nc2ccc(-c3nc4ccc(C)cc4s3)cc2)C1=O (stereo not drawn) | 78 | 89 | 96 | 19 | 88 | 0 | 97 | 100
Cc1ccc(NC(=O)CCNS(=O)(=O)c2ccc3c(c2)oc(=O)n3C)cc1 | 104 | 97 | 80 | 0 | 101 | 1 | 114 | x
COC(=O)c1cccnc1NC(=S)NNC(=O)c1ccccc1 | 101 | 105 | 108 | 19 | 100 | 2 | 105 | 103
COc1ccccc1N1CCN(C(=O)c2ccc(C(C)(C)C)cc2)CC1 | 112 | 100 | 89 | -4 | 109 | 0 | 118 | 100
C/C(Cn1cnc([N+](=O)[O-])n1)=N\NC(=O)c1ccccc1F | 100 | 100 | 101 | 3 | 98 | 2 | 106 | 97
CN(CC(=O)N1CCCCC1)S(=O)(=O)c1cccc2cccnc12 | 105 | 111 | 90 | 32 | 100 | 5 | 112 | 105
O=C(CSc1ccc2nnc(-c3ccccc3)n2n1)NCC1CCCO1 (stereo not drawn) | 98 | 98 | 90 | -7 | 99 | 0 | 99 | 96
COc1ccc(Br)cc1CNCC1CCCO1 (stereo not drawn) | 100 | 95 | 103 | -10 | 91 | 0 | 103 | 95
c1ccc(N2CCN(c3cnccn3)CC2)nc1 | 101 | 103 | 88 | -9 | 98 | 0 | 100 | 106
CC(C)c1ccc(NC(=O)CNC(=O)Cn2cnc3ccccc3c2=O)cc1 | 96 | 99 | 93 | -6 | 96 | 1 | 101 | 98
CCCN1C(=O)c2cc(C(=O)NCc3ccc(OC)cc3)ccc2C1O (stereo not drawn) | 111 | 99 | 101 | -7 | 92 | 1 | 108 | 97
O=C(Nc1cccnc1Cl)C1CCCN(c2ncnc3c2nc2n3CCCCC2)C1 (stereo not drawn) | 111 | 94 | 99 | -16 | 86 | 0 | 107 | 111
Fc1ccc(C2c3[nH]c4ccccc4c3CCN2CCCn2cccn2)cc1 (stereo not drawn) | 97 | 102 | 114 | 1 | 91 | 2 | 83 | 101
O=C1CN(C(=O)N[C@@H](Cc2ccccc2)C(=O)N[C@H](C(=O)O)c2ccccc2)c2ccccc2N1 | 100 | 100 | 79 | 11 | 94 | 0 | 105 | 98
COc1ccc(C2N3CC4(C)CN2CC(C)(C3)C4O)cc1 (stereo not drawn) | 99 | 107 | 87 | 3 | 109 | 0 | 97 | 99
OCCC1CN(Cc2cnc(N3CCOCC3)s2)CCN1C1CCCC1 (stereo not drawn) | 101 | 96 | 102 | -2 | 107 | 1 | 85 | 95
CC(=O)Nc1nc(C)c(CCC2OCCO2)c(=O)[nH]1 | 94 | 95 | 105 | -6 | 92 | 2 | 102 | 103
COc1cccc(N2CCN(c3cnc4ccccc4n3)CC2)c1 | 99 | 97 | 102 | 1 | 104 | 0 | 94 | 99

Other entries:
SMILES | MEP2 TOR yeast | AGP1-GFP MLPCN | CR mimetic SO | VLA-4 inh | LAP4-GFP MLPCN | GRK2 aptamer HTS | CIT2 TOR yeast | RPL19A-GFP yeast
O=C(CCNS(=O)(=O)c1ccccc1C(F)(F)F)NCCCSc1ccccc1 | 79 | 93 | 98 | 17 | 81 | 2 | 90 | 86
CCOC(=O)N1CCC(Nc2nc3ccccc3n3nnnc23)CC1 | 107 | 102 | 120 | -25 | 105 | 0 | 99 | 97
O=C(Nc1ncn[nH]1)c1ccc(Cl)cc1Cl | 98 | 104 | 96 | 23 | 104 | 0 | 103 | 100
O=C(NNC(=O)c1csc(N2CCOCC2)n1)c1ccc(=O)[nH]c1 | 102 | 101 | 95 | 4 | 101 | 0 | 90 | 102
Nc1ccc(-c2nc3ccc(-c4nc5ccccc5o4)cc3[nH]2)cc1 | 96 | 86 | 115 | -14 | 113 | 0 | 74 | 96
O=C(O)/C(=C\c1ccccc1)c1ccccc1 | 100 | 107 | 101 | 0 | 96 | 0 | 113 | 109
O=C(NC1=NCCS1)c1ccccc1F | 100 | 106 | 93 | -8 | 105 | 1 | 98 | 100
CC(C)C(c1nnnn1Cc1ccc(F)cc1)N1CCN(Cc2ccc3c(c2)OCO3)CC1 (stereo not drawn) | 106 | 96 | 98 | 10 | 101 | 4 | 96 | 98
N#Cc1c(N)sc(=S)c2c1CCCCC2 | 107 | 104 | 113 | -1 | 103 | 7 | 108 | 101
CN1CCN(c2ccc(CNC(=O)c3ccc4c(c3)OCCO4)cc2)CC1 | 103 | 111 | 91 | -4 | 108 | 1 | 102 | 98
CCNC1=C(Cl)C(=O)c2ccccc2C1=O | 98 | 94 | 154 | 1 | 96 | 0 | 91 | 99
CC(=O)C(=Nc1ccc(Cl)cc1Cl)NNc1cccc(Cl)c1 | 137 | x | 84 | 9 | 115 | 3 | 107 | 103
O=C(COc1ccc2c3c(c(=O)oc2c1)CCCC3)N1C[C@H]2C[C@@H](C1)c1cccc(=O)n1C2 | 107 | 102 | 99 | 3 | 100 | 1 | 104 | 102
O=C(O)c1sc2cc(C(F)(F)F)cnc2c1-c1ccccc1 | 101 | 106 | 101 | 6 | 102 | 3 | 102 | 105
COc1ccc(CN2CCN(C(=O)CC(C)C)CC2)cc1OC | 109 | 108 | 103 | 4 | 107 | 0 | 112 | 106
COc1ccccc1S(=O)(=O)Cc1ccc(C(=O)N2CCN(c3cccc(Cl)c3)CC2)o1 | 100 | 96 | 102 | 5 | 97 | 2 | 91 | 93
COc1cc(OC)c(C(=O)NCC2CCCO2)cc1OC (stereo not drawn) | 99 | 87 | 93 | 10 | 94 | 0 | 92 | 99
COCCn1c(SCc2nc3cc(OC)c(OC)cc3c(=O)[nH]2)nnc1-c1ccncc1 | 111 | 107 | 101 | -1 | 108 | 1 | 109 | 108
COc1ccc(C(=O)NNC(=O)CCc2ccccc2OC)cc1 | 96 | 100 | 91 | -5 | 97 | 1 | 102 | 99

By substructure, the entries above containing a furan ring, fused or not.
SMILES | MEP2 TOR yeast | AGP1-GFP MLPCN | CR mimetic SO | VLA-4 inh | LAP4-GFP MLPCN | GRK2 aptamer HTS | CIT2 TOR yeast | RPL19A-GFP yeast
O=C(/C=C\c1ccco1)Nc1ccc(N2CCN(C(=O)c3ccccc3)CC2)cc1 | 101 | 110 | 99 | 0 | 100 | 2 | 103 | 109
COc1ccccc1S(=O)(=O)Cc1ccc(C(=O)N2CCN(c3cccc(Cl)c3)CC2)o1 | 100 | 96 | 102 | 5 | 97 | 2 | 91 | 93
